HIV peptide binding: inhibitors of HIV fusion peptide binding, primary screen, biochemical, uHTS, fluorescence dequenching (AID 1986); one-dose inhibition, % at 20 µM; IC50 in µM for titrated hits; 0.3% of 290,000 active; cell-free peptide binding, fluorescence dequenching, 30 min; higher % means a stronger effect; in the data active means inhibition mostly above about 52%, no sharp cut-off; inactive means mostly below about 76%; further: some results filed as inactive read as strong as hits
KOR beta-arrestin-1: KOR agonists, beta-arrestin recruitment, primary screen, cell-based, luminescence, uHTS (AID 1777). KOR beta-arrestin recruitment, luminescence; higher % means a stronger effect. activation, % at 10 µM, or EC50 in µM where a hit was titrated. Kappa-type opioid receptor (Homo sapiens). 0.02% of 280,000 active; in the data active means activation above about 50%, passing the limit was not always enough; further: a part of the inactive calls stands beside numbers as strong as those of hits
GPR55 beta-arrestin: GPR55 agonists via beta-arrestin recruitment, primary screen, imaging, U2OS cells, beta-arrestin-GFP redistribution (AID 1961); G-protein coupled receptor 55 (Homo sapiens); U2OS GPR55 beta-arrestin-GFP redistribution imaging; higher % means a stronger effect; activation, % at 10 µM; hits with a dose series show EC50 in µM; 0.048% of 290,000 active;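 active means activation above 40% with more than 50 cells counted in the well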;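 further: U2OS osteosarcoma cells stably expressing GPR55 and beta-arrestin-GFP; plate controls were DMSO negative control for no effect and LPI positive control for full effect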
West Nile antiviral: West Nile virus antiviral activity, cell-based, CPE readout (AID 1621); CPE inhibition, % at 10 µM, or IC50 in µM where a hit was titrated; 0.02% of 290,000 active; West Nile virus-infected cells, CPE inhibition; higher % means a stronger effect; in the data active means a potency from the dose series; further: strong numbers were not always called active
GPR35 antagonists: GPR35 antagonists blocking zaprinast-driven arrestin recruitment, primary screen, imaging, U2OS, beta-arrestin-GFP, zaprinast agonist (AID 2058) | G-protein coupled receptor 35 (Homo sapiens) | U2OS GPR35 beta-arrestin-GFP translocation imaging, zaprinast antagonism; higher % means a stronger effect | one-dose inhibition, % at 10 µM; IC50 in µM for titrated hits | 0.052% of 290,000 active;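 active means inhibition of at least 50% with at least 30 cells and total cytoplasm GFP at most 10,000,000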
NS5 inhibitors: Dengue-2 NS5 methyltransferase inhibitors, primary screen, biochemical, confirmation dose response (AID 588689) | Genome polyprotein (Dengue virus type 2 (strain 16681-PDK53)) | inhibition, % at 25 µM, or IC50 in µM where a hit was titrated | Dengue-2 NS5 methyltransferase capping enzyme assay, biochemical; higher % means a stronger effect | 0.3% of 340,000 active; in the data active means a potency from the dose series
NOD1 inhibition: NOD1 signaling inhibitors, primary screen, cell-based, luminescence, uHTS (AID 1578) | NOD1-driven NF-kB luciferase reporter cells, luminescence; higher % means a stronger effect | inhibition, % at 4 µM, or EC50 in µM where a hit was titrated | 1% of 290,000 active; in the data active means inhibition mostly above about 36%, no sharp cut-off; inactive means mostly below about 34%;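 further: HEK-293T reporter cells stimulated with the NOD1 agonist gamma-tri-DAP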
KOR beta-arrestin-2: KOR antagonists, beta-arrestin recruitment, cell-based, luminescence, uHTS (AID 1778) | one-dose inhibition, % at 10 µM; IC50 in µM for titrated hits | 0.091% of 290,000 active | KOR beta-arrestin recruitment, luminescence, antagonist mode; higher % means a stronger effect; in the data active means inhibition above about 50%; further: strong numbers were not always called active
GPR55 antagonists: GPR55 antagonists blocking LPI-driven arrestin recruitment, primary screen, imaging, U2OS, beta-arrestin-GFP, LPI agonist (AID 2013). G-protein coupled receptor 55 (Homo sapiens). U2OS GPR55 beta-arrestin-GFP translocation imaging, LPI antagonism; higher % means a stronger effect. inhibition, % at 10 µM; hits with a dose series show IC50 in µM. 0.13% of 290,000 active;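 active means spots per cell inhibited over 60%, with over 100 cells counted and total cytoplasm intensity under 500,000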;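 further: U2OS cells stably carrying GPR55 and arrestin-GFP stimulated by 5 µM LPI near EC80; imaged beta-arrestin-GFP aggregate spots per cell after agonist stimulation; plate controls were LPI-stimulated DMSO wells for no effect and DMSO wells without LPI for full effect; some results filed as inactive read as strong as hits; confirmed hits need IC50 under 10 µM and bright autofluorescent wells are also inconclusive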
* = called active by the depositor; . = no result given; [ ] = another dose, or the depositor's remark. These rows are one share of the data, so the mix of outcomes need not match the whole.

SMILES	HIV peptide binding	KOR beta-arrestin-1	GPR55 beta-arrestin	West Nile antiviral	GPR35 antagonists	NS5 inhibitors	NOD1 inhibition	KOR beta-arrestin-2	GPR55 antagonists
Cc1cc(C)nc(SCc2cc(=O)c(OC(=O)c3ccc(S(=O)(=O)N(C)C)cc3)co2)n1	0.3%	-0.8%	-0.1%	-0.7%	6%	-8%	1%	1%	-4%
CCCOC1CCCN(Cc2cn(C)nc2-c2ccccc2F)C1 (stereo unspecified)	1.9%	.	0.6%	-0.3%	10%	-6%	-10%	-25%[20 µM]	3%
CCN(CC)S(=O)(=O)c1ccc2c(c1)N(CC(=O)NCC1CCCO1)C(=O)CO2 (stereo unspecified)	10%	-5.9%	-0.1%	-0.3%	14%	-3%	-27%	-20%	0%
Cc1ccc(NC(=O)C2(c3cccs3)CCOCC2)cc1C	0.8%	-1.1%	-0.5%	-0.5%	11%	-11%	-14%	34%	-1%
CCC(=O)c1ccc(OCC(O)CNCCc2ccc(Cl)cc2)cc1 (stereo unspecified)	-1.9%	5.8%	-0.1%	-0.4%	-8%	-9%	-8%	2%	-6%
CCOc1ccccc1C(=O)NC1CC2CCCC(C1)N2C1CC1 (stereo unspecified)	8.7%	-1.4%	-0.3%	-1.0%	14%	2%	0%	-3%	3%
Cc1ccc(OCC(=O)N/N=C2\CC(=O)CC(C)(C)C2)c(Br)c1	-0.5%	5.0%	-0.2%	-1.1%	-7%	1%	-11%	1%	13%
O=S(=O)(NCC1CCCO1)c1cnc(Cl)c(Br)c1 (stereo unspecified)	-0.8%	-2.5%	0.5%	-0.4%	-9%	-4%	-57%	-2%	15%
COc1ccc(-c2cn3cccnc3n2)cc1NC(=O)c1cc(OC)c(OC)c(OC)c1	-1.5%	0.7%	1.2%	0.7%	3%	1%	-56%	-53%	-8%
O=C(CCN1C(=O)/C(=C/c2ccccc2)SC1=S)NC1CCS(=O)(=O)C1 (stereo unspecified)	-1.1%	-2.8%	0.2%	-0.8%	-13%	0%	1%	23%	23%
Cc1[nH]c2ccc(OCc3ccccc3)cc2c1CCN1C(=O)OC(C)(C)C1(C)O (stereo unspecified)	-0.8%	3.0%	0.2%	1.0%	8%	0%	-16%	-6%	-3%
COc1ccc(NC(=O)CN(C)C(=O)C23CC4CC(CC(C4)C2)C3)cc1	0.3%	4.3%	0.4%	-0.2%	-14%	-8%	-18%	5%	0%
O=C(NCc1ccccc1F)C1CCN(S(=O)(=O)c2ccccc2)CC1	0.1%	3.0%	0.2%	0.3%	-5%	-4%	-10%	-42%	0%
CCOCCCNC(=O)C1(O)c2cc(Br)ccc2NC(=O)N1c1ccc(C)c(C)c1 (stereo unspecified)	1.2%	-4.4%	-0.1%	0.0%	-4%	3%	9%	-13%	12%
Clc1ccc(CCNc2ncnc3c2nnn3Cc2ccccc2)cc1	-0.3%	-1.0%	-0.3%	-1.2%	7%	3%	-22%	-44%[20 µM]	-1%
O=C(NCCN1CCOCC1)c1nn2c(c1Cl)NC(c1ccccc1)CC2C(F)(F)F (stereo unspecified)	2.3%	4.9%	-0.3%	-0.1%	0%	-3%	-17%	-23%	10%
COc1ccc(-c2noc(-c3ccccc3C(=O)N3CCOCC3)n2)cc1	2.0%	-3.0%	0.0%	0.1%	-1%	-11%	-3%	10%	5%
Cc1cc(N2C(=O)NC(=O)CC2C)c(C)cc1C(C)C (stereo unspecified)	0.3%	0.4%	0.0%	1.7%	-2%	-10%	-27%	-37%	22%
Cc1ccc(S(=O)(=O)Nc2nc3cc(C)c(C)cc3[nH]2)cc1	0.4%	-1.0%	-0.1%	-0.7%	-16%	.	2%	-46%[20 µM]	4%
Cc1cccc(NC(=S)Nc2ccccn2)c1	0.4%	2.1%	-0.3%	-0.6%	8%	-11%	0%	-6%	8%
CCOC(=O)c1sc(NC(=O)CSc2nnc(-c3ccco3)n2CC)c(C(=O)OCC)c1C	4.0%	-6.0%	-0.2%	-0.2%	7%	-7%	-4%	45%	6%
CCN1CCN(C(=O)c2ccc(C(F)(F)F)cc2)CC1	0.6%	-0.7%	-0.2%	1.3%	-11%	-2%	-30%	-15%	-4%
COC(=O)CN1C(=S)N(c2ccc(Cl)cc2)C(=O)C1CC(=O)Nc1ccc(Cl)cc1 (stereo unspecified)	6.9%	8.6%	-0.3%	.	-7%	1%	-32%	-11%	-3%
Cc1cc(C)nc(N/N=C/C2=C(N3CCOCC3)C(=C\c3ccc(Cl)cc3)/CC2)n1	24%	-1.4%	0.4%	-0.4%	-3%	-8%	7%	-9%	16%
NNC(=O)COc1cccc2cccnc12	1.1%	-1.6%	0.4%	-0.2%	-11%	-2%	-35%	-27%	-1%
COCCn1c(-c2cc(OC)c(OC)c(OC)c2)nc2oc3ccccc3c(=O)c2c1=O	-1.1%	-0.7%	0.2%	-0.9%	9%	-3%	-35%	-43%	-1%
O=C(NCCCN1CCOCC1)Nc1ccc(Cc2ccc(NC(=O)NCCCN3CCOCC3)cc2)cc1	-1.3%	-3.9%	-0.2%	-0.2%	9%	-1%	-24%	36%	6%
CC(=O)c1cccc(N=Nc2c(C)[nH]c3ccccc23)c1	3.2%	-6.1%	-0.2%	0.0%	7%	2%	-60%	14%	11%
COc1ccc(CCNC(=O)c2c[nH]c3ccccc3c2=O)cc1OC	11%	42%	-0.2%	2.0%	2%	-10%	19%	-4%	-1%
N#C/C(=C\c1cccc([N+](=O)[O-])c1)C(=O)NCc1cccnc1	-0.6%	-2.0%	-0.2%	-0.3%	30%	-8%	-5%	29%	41%
CC(=O)c1cc(C(=O)Nc2ccccc2C(=O)O)oc1C	0.5%	4.0%	0.6%	1.5%	-4%	-7%	10%	22%	11%
CC(=O)Nc1cc2c(cc1NC(=O)Cn1nnc(-c3ccc(C)o3)n1)OCCO2	0.8%	-0.9%	0.1%	0.1%	-3%	-3%	-15%	-5%	9%
Cc1cccc(N(C)S(=O)(=O)c2c(C)noc2C)c1	2.9%	0.4%	0.3%	2.1%	-6%	2%	0%	-35%	-2%
Cc1ccc2c(CN(C)Cc3ccc(Cl)cc3)cc(=O)oc2c1	-0.8%	-5.5%	-0.2%	-0.9%	6%	-2%	-8%	-3%	17%
C=C(C)C1CC=C(C)/C(=N/NC(=O)COc2cccc(C)c2)C1 (stereo unspecified)	1.4%	-0.9%	-0.4%	-1.4%	-11%	-2%	-27%	-9%	1%
COc1ccc(O)c(C(=O)c2cc(C#N)c(=O)n(-c3c(C)n(C)n(-c4ccccc4)c3=O)c2)c1	-1.6%	2.3%	0.0%	2.0%	-2%	-22%	-20%	-38%	-16%
CCCOc1ccc(C2C(C(=O)/C=C/c3ccco3)=C(O)C(=O)N2CCN2CCOCC2)cc1OC (stereo unspecified)	36%	0.5%	0.1%	0.6%	-7%	3%	-23%	1%	10%
CCOc1cc(CNn2nnnc2N)ccc1OCC(=O)NC(C)(C)C	2.6%	-2.3%	-0.4%	0.6%	-3%	-5%	-8%	24%	-5%
O=C1c2ccccc2C(=O)N1c1nc(-c2cccs2)cs1	6.2%	-1.0%	0.0%	0.0%	14%	.	-7%	1%	-2%
CN(C(=O)c1ccc(OC2CCN(CCc3ccccc3)CC2)cc1)C1CCOC1 (stereo unspecified)	-0.8%	.	-0.1%	0.2%	0%	-3%	-17%	5%[20 µM]	4%

Five of the entries above in order of the GPR55 beta-arrestin value, highest first.
SMILES	HIV peptide binding	KOR beta-arrestin-1	GPR55 beta-arrestin	West Nile antiviral	GPR35 antagonists	NS5 inhibitors	NOD1 inhibition	KOR beta-arrestin-2	GPR55 antagonists
COCCn1c(-c2cc(OC)c(OC)c(OC)c2)nc2oc3ccccc3c(=O)c2c1=O	-1.1%	-0.7%	0.2%	-0.9%	9%	-3%	-35%	-43%	-1%
COc1ccc(O)c(C(=O)c2cc(C#N)c(=O)n(-c3c(C)n(C)n(-c4ccccc4)c3=O)c2)c1	-1.6%	2.3%	0.0%	2.0%	-2%	-22%	-20%	-38%	-16%
CN(C(=O)c1ccc(OC2CCN(CCc3ccccc3)CC2)cc1)C1CCOC1 (stereo unspecified)	-0.8%	.	-0.1%	0.2%	0%	-3%	-17%	5%[20 µM]	4%
Cc1ccc2c(CN(C)Cc3ccc(Cl)cc3)cc(=O)oc2c1	-0.8%	-5.5%	-0.2%	-0.9%	6%	-2%	-8%	-3%	17%
COC(=O)CN1C(=S)N(c2ccc(Cl)cc2)C(=O)C1CC(=O)Nc1ccc(Cl)cc1 (stereo unspecified)	6.9%	8.6%	-0.3%	.	-7%	1%	-32%	-11%	-3%

Continued.
SMILES	HIV peptide binding	KOR beta-arrestin-1	GPR55 beta-arrestin	West Nile antiviral	GPR35 antagonists	NS5 inhibitors	NOD1 inhibition	KOR beta-arrestin-2	GPR55 antagonists
O=C(CCn1c(=S)[nH]c2ccccc2c1=O)Nc1ccc(F)cc1	2.5%	-4.5%	0.3%	-0.8%	-2%	-6%	-31%	23%	-2%
Cc1ccc2oc(C(F)(F)C(F)F)cc(=O)c2c1	-1.3%	-3.0%	-0.1%	0.2%	-17%	-5%	-7%	38%	10%
Cc1ccc(C(c2sc3nc(C)nn3c2O)N2CC(C)OC(C)C2)cc1 (stereo unspecified)	0.2%	-3.3%	-0.1%	-0.4%	-1%	6%	-19%	2%	6%
O=C(CCN1C(=O)c2ccccc2C1=O)NCc1ccc(Cl)cc1	-2.6%	-2.0%	0.3%	0.4%	8%	-2%	-17%	8%	-3%
C/C(=N\NC(=O)c1ccc(N2CCCC2=O)cc1)c1ccncc1	-1.6%	-1.3%	-0.3%	-0.1%	-9%	-8%	-4%	32%	-4%
CCC(c1nnnn1Cc1ccco1)N(Cc1cc2cc(C)cc(C)c2[nH]c1=O)CC1CCCO1 (stereo unspecified)	28%	6.6%	-0.2%	-0.7%	17%	-27%	-4%	34%	-3%
O=C(NCc1ccccc1)C(c1ccc(O)cc1)N(C(=O)c1cnccn1)c1ccccc1 (stereo unspecified)	1.5%	-3.2%	-0.2%	0.3%	-6%	-2%	29%	-1%	-5%
CC1(C)CC(=O)C=C(N2CCN(C3=CC(=O)CC(C)(C)C3)CC2)C1	0.6%	-0.6%	-0.2%	.	6%	.	-3%	-18%	6%
O=C(N/N=C/c1ccc(OCC2COCCO2)cc1)c1ccc(Br)cc1 (stereo unspecified)	1.0%	-9.4%	0.2%	-0.2%	-11%	-1%	-7%	22%	-4%
CC(C)(C)c1ccc(C(=O)Nc2ccc(S(=O)(=O)Nc3cnc4ccccc4n3)cc2)cc1	35%	-3.5%	-0.1%	-1.8%	10%	-3%	4%	-17%	-4%
CCc1ccccc1NC(=O)c1ccc(NS(C)(=O)=O)cc1	0.5%	2.2%	-0.1%	-0.1%	5%	.	-23%	-20%[20 µM]	0%
COC(=O)c1ccc(NC(=O)C2CCCCC2C(=O)O)cc1 (stereo unspecified)	1.9%	5.1%	-0.1%	0.1%	16%	-2%	-31%	-34%	6%
c1ccc(-c2csc(Nc3ccc4c(c3)OCCO4)n2)cc1	0.3%	4.8%	-0.2%	0.2%	14%	-2%	.	20%	4%
